Bioassay records from PubChem BioAssay.
PMI act: phosphomannose isomerase (human) activation | P34949 | activation factor at 20 µM | 190,000 compounds, 0.005% hits | purified human PMI, coupled resazurin fluorescence, 20 min; stronger effect = higher value; 1 = vehicle control, 0 substrate-free wells;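 active = activation factor of 2 or more at 20 µM, relative to plate controls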
Target sequence (P34949 whole entry, looked up): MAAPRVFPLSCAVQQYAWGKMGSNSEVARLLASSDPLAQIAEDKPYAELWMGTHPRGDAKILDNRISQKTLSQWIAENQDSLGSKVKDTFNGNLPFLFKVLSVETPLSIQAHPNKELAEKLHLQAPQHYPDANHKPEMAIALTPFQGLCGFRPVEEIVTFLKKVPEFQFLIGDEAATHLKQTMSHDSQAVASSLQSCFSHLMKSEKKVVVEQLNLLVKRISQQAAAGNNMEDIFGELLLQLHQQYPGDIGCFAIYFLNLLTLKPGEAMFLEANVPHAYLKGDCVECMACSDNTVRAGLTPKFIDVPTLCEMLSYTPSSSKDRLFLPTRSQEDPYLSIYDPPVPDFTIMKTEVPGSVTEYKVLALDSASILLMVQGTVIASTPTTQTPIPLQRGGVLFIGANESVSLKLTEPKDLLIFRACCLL
APP 5'UTR act: APP 5'UTR luciferase reporter activation; SH-SY5Y APP 5'UTR luciferase reporter, luminescence; zero percent = DMSO vehicle wells; activation, % at 2 µM; 190,000 compounds, 1% hits; AID 1276;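 active = activation above a set limit, based on mean plus 3 SD of controls, cut at about 140% in these data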; also: values of inactives mirror those of a sister screen read the other way
TNAP act hiacc: TNAP (human) activation, high acceptor | P05186 | 200,000 tested, under 10 active | activation factor at 20 µM | purified TNAP, CDP-star luminescence, 1 M DEA, 30 min; stronger effect = higher value; 0 = EDTA background, 1 = DMSO-only activity;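 active = activation factor at least 2 at 20 µM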
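Dosing: 20 µM single point. System: human TNAP. Amount: TNAP 1/800 final. Incubation: 30 min, room temperature. Read-out: TNAP activation factor scaled between EDTA and DMSO control wells. Signal: luminescence from CDP-star hydrolysis. Medium: 1 M DEA, pH 9.8, Mg2+, Zn2+. Control set: EDTA negative control, DMSO positive control.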
TNAP inh hiacc: inhibitors of human TNAP at high phosphate acceptor concentration; 200,000 compounds, 0.03% hits; inhibition, % at 20 µM; purified TNAP, CDP-star luminescence, 1 M DEA; AID 1135; P05186;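 active = over 50% inhibition of tissue-nonspecific alkaline phosphatase at 20 µM in the single-dose screen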;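 also: plate controls were DMSO wells for no effect and EDTA-quenched wells as full inhibition for full effect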
NF-kB neuron act: compounds increasing NF-kB expression in human neuronal cells; fold change at 12.5 µM; NF-kB reporter expression; stronger effect = higher value; 190,000 compounds, 1.6% hits; in the data active = fold change above about 3.3
bIAP activator: increases bovine intestinal alkaline phosphatase activity; purified bovine IAP, CDP-star luminescence, 30 min; stronger effect = higher value; fold of DMSO-control signal, blank-subtracted; 200,000 compounds, 0.17% hits; AID 1016; activation factor at 20 µM;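 active = activation factor of 2 or more at 20 µM, a signal rise over negative controls twice the positive control's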
FLuc inhib CS: Photinus pyralis luciferase inhibition counter-screen | 200,000 compounds, 1.5% hits | ATPLite firefly luciferase biochemical luminescence, 10 min | inhibition, % at 10 µM | P08659 | AID 1006;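 active = inhibition above about 50% when tested at 10 µM, limit read from the data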
Target sequence (P08659 whole entry, looked up): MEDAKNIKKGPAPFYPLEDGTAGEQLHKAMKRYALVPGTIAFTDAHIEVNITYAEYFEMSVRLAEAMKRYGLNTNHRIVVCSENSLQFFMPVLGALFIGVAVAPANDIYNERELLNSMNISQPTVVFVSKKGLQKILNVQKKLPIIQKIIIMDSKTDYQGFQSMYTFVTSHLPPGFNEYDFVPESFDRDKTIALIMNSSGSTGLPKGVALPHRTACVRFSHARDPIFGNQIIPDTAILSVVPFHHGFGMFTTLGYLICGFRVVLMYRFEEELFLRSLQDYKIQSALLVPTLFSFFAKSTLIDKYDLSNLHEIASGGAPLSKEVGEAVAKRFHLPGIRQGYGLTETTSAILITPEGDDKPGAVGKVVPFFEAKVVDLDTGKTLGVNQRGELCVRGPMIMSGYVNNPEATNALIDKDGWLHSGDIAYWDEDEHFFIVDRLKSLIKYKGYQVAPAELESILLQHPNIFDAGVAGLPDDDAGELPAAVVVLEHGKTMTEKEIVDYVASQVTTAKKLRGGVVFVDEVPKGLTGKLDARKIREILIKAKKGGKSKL
TNAP inh noacc: TNAP (human) inhibition, acceptor-free conditions; inhibition, % at 20 µM; P05186; AID 1012; 200,000 compounds, 0.26% hits; purified TNAP, CDP-star luminescence, 30 min;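 active = tissue-nonspecific alkaline phosphatase inhibition above about 50% at 20 µM in the single-dose screen, limit read from the data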;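 also: 0% = DMSO negative control and 100% = EDTA positive control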
PMI act satM6P: PMI (human) activation, high substrate. activation factor at 20 µM. P34949. 190,000 compounds, 0.34% hits. coupled PMI enzyme assay, resazurin fluorescence, 20 min; stronger effect = higher value; 1 = untreated enzyme, 0 = substrate-free blank;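 active = activation factor of 2 or more at 20 µM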
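Test system: Human PMI in coupled enzyme assay | Input: 15 ng/mL PMI | Medium: HEPES-buffered pH 7.4 with magnesium and detergent | Compound: One concentration, 20 µM, in 1% DMSO | Incubation: Enzyme reaction with compound 20 min at room temperature | Detection: Diaphorase-driven resazurin-to-resorufin fluorescence, excitation 544, emission 590 nm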
FLuc act counter: firefly luciferase counter-screen for stimulation assays; ATPlite luciferase biochemical, luminescence, 10 min; 0 = ATP-free wells, 1 = DMSO control; activation factor at 10 µM; 200,000 tested, under 10 active;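 active = luciferase activation factor, scaled between plate controls, of at least 2 with compound at 10 µM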
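Material: Luciferase/luciferin reagent mix; Doses: test compounds dosed from 2 mM stocks in 100% DMSO; Schedule: 10 min incubation after luciferase reagent addition, room temperature; Measured by: luminescence from luciferase reaction; Read-out: luminescence gain marking luciferase activators.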
* marks the source's active call; other numbers are inactive results; / = not tested or not shown.

SMILES | PMI act | APP 5'UTR act | TNAP act hiacc | TNAP inh hiacc | NF-kB neuron act | bIAP activator | FLuc inhib CS | TNAP inh noacc | PMI act satM6P | FLuc act counter
COCc1[nH]nc2c1C(c1ccc(OC)cc1)C(C#N)=C(N)O2 (stereo not given) | 0.8 | 24 | 1 | -5 | 1.3 | 1 | -8 | -10 | 0.8 | 1.1
Cc1ccccc1-c1nsc(SCC(=O)c2ccc(Cl)cc2)n1 | 0.8 | 21 | 0.9 | 5 | 1.1 | 1.1 | -1 | -3 | 0.8 | 1
O=C(Nc1cccc(Cl)c1)C1CCCN(S(=O)(=O)c2cnc[nH]2)C1 (stereo not given) | 1 | 18 | 1.1 | -6 | 0.99 | 1 | -4 | -12 | 1 | 1
O=C(NNC(=O)C1CCCN(c2ncccn2)C1)c1ccncc1 (stereo not given) | 1.1 | -9 | 1 | -4 | 1 | 1.1 | -7 | -6 | 1 | 1.1
CNC(=O)CN(C1CCCCC1)S(=O)(=O)c1ccc(F)cc1 | 1 | -14 | 1.1 | -8 | 1.2 | 1 | -10 | -6 | 1 | 1.1
Cc1cc(C)cc(NC(=O)Cn2nnc3ccccc3c2=O)c1 | 1.2 | -8 | 1 | -5 | 1.1 | 1.1 | -6 | 1 | 1.1 | 1.1
COc1ccc(-c2noc(C)c2-c2ccc3ccccc3n2)c(O)c1 | 0.8 | -4 | 1.1 | -5 | 0.98 | 1 | -7 | -8 | 0.8 | 1.1
CCOc1ccc(OCC(=O)Nc2ccc(S(N)(=O)=O)cc2)cc1 | 1.2 | -2 | 1 | -4 | 1.2 | 1 | -5 | 35 | 1.2 | 1.1
CCOC(=O)c1cc2c(=O)n3ccccc3nc2n(C(C)C)c1=NC(=O)c1ccncc1 | 1.4 | 6 | 1.1 | -6 | 0.96 | 1 | -8 | -10 | 2.2* | 1.1
CC(C)NS(=O)(=O)c1ccc(OCC(=O)NCCC2=CCCCC2)cc1 | 1 | -11 | 1 | -3 | 1 | 0.8 | -9 | -6 | 1 | 1.1
O=C(Nc1ccc(Cl)cc1)Nc1nnc(Cc2ccc([N+](=O)[O-])cc2)s1 | 1 | 5 | 1 | -2 | 1.1 | 0.9 | -9 | 0 | 1 | 1.1
O=C1NC(CCc2ccccc2)C(=O)N1Cc1ccccc1Cl (stereo not given) | 0.9 | 13 | 1 | 3 | 0.97 | 1.1 | -4 | -6 | 1 | 1
CCOC(=O)C(Sc1nnc(-c2ccncc2)o1)C(C)=O (stereo not given) | 1.1 | 2 | 1 | -4 | 1.1 | 1 | -10 | -10 | 1.1 | 1.1
O=C(NCCCN1CCC(Cc2ccccc2)CC1)C1CCN(S(=O)(=O)N2CCC3(CC2)OCCO3)CC1 | 1 | 7 | 1 | 3 | 0.9 | 1.1 | -2 | 32 | 1 | 1
O=C(NNC(=O)C1CC1)c1cc2cc3ccccc3nc2s1 | 0.8 | 35 | 1 | 2 | 0.93 | 1 | 8 | -5 | 0.9 | 0.9
CCN(C(=O)COC(=O)c1cccnc1Nc1ccccc1F)C1CCS(=O)(=O)C1 (stereo not given) | 1 | 8 | 1 | -2 | 1.9 | 1 | 3 | -4 | 0.9 | 1
O=C1CC(c2ccccc2)CC(=NCCO)/C1=C(\O)CCCN1C(=O)c2ccccc2C1=O (stereo not given) | 1.1 | 22 | 1 | 4 | 1.1 | 0.8 | -1 | 7 | 1 | 1
Cc1ccc(C)c(-c2[nH]ncc2CN2CCCC(CO)(Cc3ccccc3C)C2)c1 (stereo not given) | 1 | 18 | 1 | -3 | / | 1.1 | 0 | -4 | 1.1 | 1
COc1ccc(C(=O)OCCN2CCOCC2)cc1OC | 1 | 3 | 1.1 | -9 | 1.2 | 1 | -7 | -15 | 1.1 | 1.1
NC(=O)COc1ccc(-c2noc(COc3ccccc3[N+](=O)[O-])n2)cc1 | 1.1 | 31 | 1 | -4 | 1.2 | 1.1 | 1 | -12 | 1.1 | 1
COc1ccc(Br)cc1CNC(=O)CCNC(=O)Cn1ccc2ccccc2c1=O | 0.9 | 3 | 1.1 | -5 | 1.3 | 1.1 | -7 | -12 | 0.9 | 1.1
Cn1c(N2CCCC2)nc2c1c(=O)n(Cc1ccc(Cl)cc1)c(=O)n2C | 0.9 | 9 | 1 | -3 | 0.59 | 1 | -2 | -9 | 0.9 | 1
COc1ccc(NC(=O)CSc2nnc(Cn3nnc4ccccc43)n2C)cc1 | 1 | 12 | 1 | -3 | 1.5 | 0.8 | -3 | -4 | 0.9 | 1
O=C(O)c1ccc(CSc2n[nH]c(-c3ccco3)n2)cc1 | 1.2 | -2 | 1 | -4 | 1.7 | 0.9 | -10 | 0 | 1.6 | 1.1
O=C(Cc1ccc([N+](=O)[O-])cc1)NCc1ccccn1 | 1 | 27 | 1 | -4 | 1.1 | 1.2 | -4 | -6 | 1.1 | 1

In a second layout: entries from further up
mol	PMI act	APP 5'UTR act	TNAP act hiacc	TNAP inh hiacc	NF-kB neuron act	bIAP activator	FLuc inhib CS	TNAP inh noacc	PMI act satM6P	FLuc act counter
COc1ccc(-c2noc(C)c2-c2ccc3ccccc3n2)c(O)c1	0.8	-4	1.1	-5	0.98	1	-7	-8	0.8	1.1
O=C(O)c1ccc(CSc2n[nH]c(-c3ccco3)n2)cc1	1.2	-2	1	-4	1.7	0.9	-10	0	1.6	1.1
O=C(NCCCN1CCC(Cc2ccccc2)CC1)C1CCN(S(=O)(=O)N2CCC3(CC2)OCCO3)CC1	1	7	1	3	0.9	1.1	-2	32	1	1
O=C(Nc1ccc(Cl)cc1)Nc1nnc(Cc2ccc([N+](=O)[O-])cc2)s1	1	5	1	-2	1.1	0.9	-9	0	1	1.1

(further entries)
SMILES | PMI act | APP 5'UTR act | TNAP act hiacc | TNAP inh hiacc | NF-kB neuron act | bIAP activator | FLuc inhib CS | TNAP inh noacc | PMI act satM6P | FLuc act counter
O=C(NCc1cccnc1)C(=O)N/N=C/c1ccc([N+](=O)[O-])cc1 | 1.1 | 5 | 1 | 0 | 1.2 | 1.1 | -4 | -21 | 0.9 | 1
Cc1cc2c(c(N)n1)c(=O)oc1ccccc12 | 0.9 | 9 | 1 | -4 | 1.5 | 0.9 | -4 | -9 | 1.1 | 1
Cc1c(NC(=S)NC(=O)c2ccco2)c(=O)n(-c2ccccc2)n1C | 1.1 | -5 | 1.1 | -6 | 1.2 | 1.1 | -5 | 0 | 1.1 | 1.1
COC(=O)N/N=C/c1cn(Cc2ccccc2Cl)c2ccccc12 | 0.8 | 5 | 1 | -3 | 1 | 0.9 | -5 | -10 | 0.8 | 1.1
CCc1ccccc1NC(=O)c1ccc(NS(C)(=O)=O)cc1 | 0.9 | -12 | 1 | -5 | 1.2 | 1.1 | -5 | -7 | 0.9 | 1
O=C(/C=C/Nc1ccc(F)cc1Br)c1ccccc1 | 1.1 | 149* | 1 | -3 | 1.6 | 0.9 | 96* | -7 | 1.1 | 0
O=C(NN1C(=O)C2C3C=CC(C3)C2C1=O)c1cccc(Cl)c1 (stereo not given) | 1.1 | 3 | 1 | 1 | 1.2 | 1.2 | -3 | -6 | 1.1 | 1
O=C(Cc1cccs1)N1CCC(c2nc3c(nnn3Cc3ccccc3Cl)c(=O)[nH]2)CC1 | 1 | 1 | 1.1 | -6 | 1 | 1 | -5 | -12 | 1 | 1
CCOC(=O)C1CCN(C(=O)c2sc3nc(C)nc(N4CCC(C)CC4)c3c2C)CC1 | 1 | 0 | 1 | 0 | 1 | 0.9 | -8 | -6 | 1.1 | 1.1
CCOC(=O)c1[nH]cnc1C(=O)Nc1cccc(N)n1 | 1 | / | 1 | 2 | 0.78 | 1.3 | -2 | -13 | 1 | 1
CCC1CCCCN1C(=O)c1nn2cccnc2c1Cl (stereo not given) | 0.9 | -4 | 1.1 | -5 | 1.1 | 0.9 | -6 | -14 | 1 | 1.1
Cc1cccc(C)c1NC(=O)c1ccc(-n2cncn2)nc1 | 0.9 | -4 | 1 | 2 | 1 | 1 | -6 | -4 | 1 | 1.1
Cc1cc(C)n(Cc2ccc(NC(=O)c3ccc(COc4ccccc4Br)cc3)cc2)n1 | 0.9 | -12 | 1 | 0 | 0.77 | 0.9 | -4 | -8 | 0.9 | 1
CCOCCCn1c(SCC(=O)NC(C)(C)C)nc2ccccc2c1=O | 1 | -12 | 1.1 | -6 | 1.1 | 1 | -1 | -12 | 1.1 | 1
O=c1c2ccccc2cnn1Cc1n[nH]c(=S)n1-c1ccc(F)cc1 | 1 | 4 | 1 | 0 | 0.87 | 1 | -2 | -3 | 1.1 | 1
Cc1ccnc(N2C(=O)c3cccc4c([N+](=O)[O-])ccc(c34)C2=O)c1 | 1.5 | -37 | 1 | 2 | 4.7* | 0.9 | -3 | 1 | 1.9 | 1
CC1CN(C(=O)C2CC2)C(C)CN1C(=O)C1CC1 (stereo not given) | 1 | 0 | 1 | -1 | 1 | 1 | -1 | -9 | 1.1 | 1
NC(=O)COC(=O)Cc1coc2cc3c(cc12)CCC3 | 1.2 | -10 | 1 | -5 | 1.1 | 1 | -2 | -12 | 1.2 | 1
O=C(COC(=O)c1ccccc1)Nc1cccc(S(=O)(=O)NC2=NCCCCC2)c1 | 1 | -3 | 1 | -4 | 1.1 | 0.9 | -8 | -5 | 1 | 1.1
CC1CCCCN1c1nnc(NC(=O)c2cc(-c3ccc(Br)cc3)on2)s1 (stereo not given) | 0.9 | 9 | 1 | 3 | 0.95 | 1 | -5 | -18 | 0.8 | 1
Cn1nnnc1SCC(=O)Nc1ccc(Oc2ccc(Cl)cc2)cc1 | 0.9 | -6 | 1 | -4 | 1.1 | 0.8 | -2 | -8 | 0.8 | 1
COc1ccc(NC(=O)c2ccccc2)c([N+](=O)[O-])c1 | 1 | 49 | 1 | 3 | 1.2 | 1 | 11 | -3 | 0.9 | 0.9
NC(=O)C(c1ccc(Sc2ccccc2)nn1)c1ccc(Cl)cc1Cl (stereo not given) | 0.9 | / | 1 | -1 | 1.6 | 0.7 | -2 | -4 | 1 | 1

7 entries already listed, ordered by the value under PMI act satM6P, high to low.
Molecule,PMI act,APP 5'UTR act,TNAP act hiacc,TNAP inh hiacc,NF-kB neuron act,bIAP activator,TNAP inh noacc,PMI act satM6P
Cc1ccnc(N2C(=O)c3cccc4c([N+](=O)[O-])ccc(c34)C2=O)c1,1.5,-37,1,2,4.7*,0.9,1,1.9
O=C(O)c1ccc(CSc2n[nH]c(-c3ccco3)n2)cc1,1.2,-2,1,-4,1.7,0.9,0,1.6
CCOc1ccc(OCC(=O)Nc2ccc(S(N)(=O)=O)cc2)cc1,1.2,-2,1,-4,1.2,1,35,1.2
NC(=O)COc1ccc(-c2noc(COc3ccccc3[N+](=O)[O-])n2)cc1,1.1,31,1,-4,1.2,1.1,-12,1.1
O=C(Cc1cccs1)N1CCC(c2nc3c(nnn3Cc3ccccc3Cl)c(=O)[nH]2)CC1,1,1,1.1,-6,1,1,-12,1
CCN(C(=O)COC(=O)c1cccnc1Nc1ccccc1F)C1CCS(=O)(=O)C1 (stereo not given),1,8,1,-2,1.9,1,-4,0.9
COc1ccc(-c2noc(C)c2-c2ccc3ccccc3n2)c(O)c1,0.8,-4,1.1,-5,0.98,1,-8,0.8
